Bioassay records deposited in PubChem BioAssay by NCI.
NCI-60 one-dose screen, 48 h, at 10 µM unless noted. Numbers give growth in % (100 = growth as untreated, 0 = no growth, -100 = all killed).
UO-31: UO-31 renal cancer | AID 1794768 | hit rate 5.2% among 81,000
IGROV1: IGROV1 ovarian cancer; AID 1794786; hit rate 4.7% among 79,000
SK-OV-3: SK-OV-3 ovarian cancer cells; hit rate 3.2% among 80,000
SN12C: SN12C renal cancer cells | AID 1794767 | hit rate 3.8% among 81,000
TK-10: TK-10 renal cancer cells | hit rate 3.9% among 81,000 | AID 1794769
786-0: 786-0 renal cancer cells | hit rate 5.1% among 81,000
RXF 393: RXF 393 renal cancer cells | hit rate 6.9% among 77,000
ACHN: ACHN renal cancer; hit rate 4.9% among 81,000
* marks the source's active call; other numbers are inactive results; x = no result given. The calls were made as follows: active = growth percent below 10; inactive = the rest.

Preview (twelve entries):
1	C=CCNS(=O)(=O)Cc1cc(-c2ccccc2)no1
2	Cc1nn(-c2nc3ccccc3[nH]2)c2c1C(c1ccc(OCc3ccc(F)cc3)cc1)CC(=O)N2 (centres undefined)
3	COc1cc(Cl)cc(-c2nn(-c3cccc(NC(=O)c4ccc(Cl)c(Cl)c4)c3)cc2-c2ccncc2)c1
4	NC(=O)c1cc2c(n1Cc1ccccc1)-c1nc(NC3CCCCC3)ncc1CCC2
5	Cc1ccc(-n2c[n+]([O-])c(-c3ccccc3)c2-c2ccccc2)cc1
6	CC(=O)c1ccc(NS(=O)(=O)c2ccc(N)cc2)cc1
7	CC(C)N=C=NC(C)C
8	COc1cc(C(=O)O)cc(OC)c1OC(C)=O
9	O=c1[nH]nc(-c2ccc([N+](=O)[O-])o2)c(=O)[nH]1
10	CCSC(SCC)C(OC(C)=O)C(OC(C)=O)C(OC(C)=O)C(COC(C)=O)OC(C)=O (centres undefined)
assay / entry | 1 | 2 | 3 | 4 | 5 | 6 | 7 | 8 | 9 | 10
UO-31 | 76 | 37 | 43 | 83 | 80 | 91 | 92 | 93 | 81 | 86
IGROV1 | 98 | 55 | 72 | 96 | 93 | 108 | 99 | 93 | 108 | 94
SK-OV-3 | 100 | 49 | 80 | 86 | 119 | 104 | 104 | 104 | 107 | 93
SN12C | 99 | 55 | 70 | 76 | 96 | 113 | 101 | 100 | 89 | 93
TK-10 | 103 | 56 | 104 | 99 | 124 | 99 | 96 | 95 | 100 | 98
786-0 | 100 | 63 | 74 | 83 | 101 | 103 | 102 | 100 | 110 | 100
RXF 393 | 119 | x | 59 | 71 | 100 | 116 | 104 | 100 | 107 | 101
ACHN | 111 | 48 | 64 | 77 | 91 | 107 | 94 | 95 | 99 | 94

11	CC(=O)Nc1ccc(NC(=S)Nc2ccc(NC(C)=O)cc2)cc1
12	COc1ccc(OC)c(Nc2nnc(-c3ccc(O)c(OC)c3)o2)c1
assay / entry | 11 | 12
UO-31 | 79 | 20
IGROV1 | 95 | 20
SK-OV-3 | 95 | 53
SN12C | 95 | 34
TK-10 | 103 | 15
786-0 | 101 | 37
RXF 393 | 99 | 53
ACHN | 86 | 38

The whole of this part, from the start:
1	C=CCNS(=O)(=O)Cc1cc(-c2ccccc2)no1
2	Cc1nn(-c2nc3ccccc3[nH]2)c2c1C(c1ccc(OCc3ccc(F)cc3)cc1)CC(=O)N2 (centres undefined)
3	COc1cc(Cl)cc(-c2nn(-c3cccc(NC(=O)c4ccc(Cl)c(Cl)c4)c3)cc2-c2ccncc2)c1
4	NC(=O)c1cc2c(n1Cc1ccccc1)-c1nc(NC3CCCCC3)ncc1CCC2
5	Cc1ccc(-n2c[n+]([O-])c(-c3ccccc3)c2-c2ccccc2)cc1
6	CC(=O)c1ccc(NS(=O)(=O)c2ccc(N)cc2)cc1
7	CC(C)N=C=NC(C)C
8	COc1cc(C(=O)O)cc(OC)c1OC(C)=O
assay / entry | 1 | 2 | 3 | 4 | 5 | 6 | 7 | 8
UO-31 | 76 | 37 | 43 | 83 | 80 | 91 | 92 | 93
IGROV1 | 98 | 55 | 72 | 96 | 93 | 108 | 99 | 93
SK-OV-3 | 100 | 49 | 80 | 86 | 119 | 104 | 104 | 104
SN12C | 99 | 55 | 70 | 76 | 96 | 113 | 101 | 100
TK-10 | 103 | 56 | 104 | 99 | 124 | 99 | 96 | 95
786-0 | 100 | 63 | 74 | 83 | 101 | 103 | 102 | 100
RXF 393 | 119 | x | 59 | 71 | 100 | 116 | 104 | 100
ACHN | 111 | 48 | 64 | 77 | 91 | 107 | 94 | 95

9	O=c1[nH]nc(-c2ccc([N+](=O)[O-])o2)c(=O)[nH]1
10	CCSC(SCC)C(OC(C)=O)C(OC(C)=O)C(OC(C)=O)C(COC(C)=O)OC(C)=O (centres undefined)
11	CC(=O)Nc1ccc(NC(=S)Nc2ccc(NC(C)=O)cc2)cc1
12	COc1ccc(OC)c(Nc2nnc(-c3ccc(O)c(OC)c3)o2)c1
13	CSc1c(-c2nc3ccccc3s2)c(N)nc2c(C(=O)Nc3ccc(Cl)cc3)c(Nc3ccccc3)nn12
14	CN1CCN(c2ccc(NC(=O)c3cncnc3Nc3ccc(OCc4cccc(F)c4)c(Cl)c3)cc2)CC1
15	O=C1/C(=C/c2cccc(OCc3ccc(Cl)cc3)c2)N=C2OCCCN12
16	COc1cc(/C=C/C(=O)c2cccs2)ccc1OCc1ccc(Cl)nc1
assay / entry | 9 | 10 | 11 | 12 | 13 | 14 | 15 | 16
UO-31 | 81 | 86 | 79 | 20 | 88 | 25 | 85 | 57
IGROV1 | 108 | 94 | 95 | 20 | 106 | 92 | 110 | 77
SK-OV-3 | 107 | 93 | 95 | 53 | 99 | 103 | 99 | 105
SN12C | 89 | 93 | 95 | 34 | 99 | 64 | 91 | 81
TK-10 | 100 | 98 | 103 | 15 | 122 | 103 | 97 | 111
786-0 | 110 | 100 | 101 | 37 | 104 | 56 | 93 | 75
RXF 393 | 107 | 101 | 99 | 53 | 85 | 55 | 104 | 95
ACHN | 99 | 94 | 86 | 38 | 98 | 89 | 102 | 102

17	Cc1ccc(-c2nc3sc(C)cn3c2/C=C/C(=O)c2c(F)cccc2F)cc1
18	N#C/C(=C\c1ccc(-c2ccccc2)cc1)C(=O)c1ccccc1
19	COc1ccc(S(=O)(=O)N2CCC(c3nc(/C=C4/C(=O)Nc5ccccc54)c4ccccn34)CC2)cc1
20	O=C1CCC(=O)N1CO
21	OCCCNc1nc(O)c(/C=C2\C=Nc3ccccc32)s1
22	COc1cc(-c2nc(-c3ccccc3)[nH]c2-c2ccnc(NCCCNS(=O)(=O)c3cccc(F)c3)n2)ccc1Cl
23	O=c1oc2ccccc2cc1-c1csc(N=Nc2c(O)[nH]c3ccc(F)cc23)n1
24	O=c1c(-c2nc3ccccc3[nH]2)cc2ccccc2n1Cc1cn(Cc2cccc(Oc3ccccc3)c2)nn1
assay / entry | 17 | 18 | 19 | 20 | 21 | 22 | 23 | 24
UO-31 | 108 | 98 | 81 | 86 | 78 | 36 | 86 | 67
IGROV1 | 103 | 107 | 62 | x | 89 | 41 | 103 | 66
SK-OV-3 | 91 | 114 | 88 | 110 | 94 | 77 | 95 | x
SN12C | 96 | 104 | 77 | 104 | 92 | 58 | 100 | 82
TK-10 | 106 | 113 | 123 | 99 | 106 | 72 | 124 | 135
786-0 | 102 | 110 | 71 | 108 | 98 | 55 | 68 | 85
RXF 393 | 123 | 101 | 19 | 115 | 115 | 36 | x | 73
ACHN | 101 | 111 | 73 | 109 | 103 | 33 | 90 | 77

25	CCC(C)(C)C(=O)O[C@H]1C[C@@H](C)C=C2C=C[C@H](C)[C@H](CC[C@@H]3CC=CC(=O)O3)[C@H]21
26	CC(C)CC(NC(=O)CCc1nc2c(=O)[nH]c(=S)[nH]c2[nH]c1=O)C(=O)O (centres undefined)
27	Fc1ccc(C2Oc3ccccc3C3CC(c4ccco4)=NN32)cc1 (centres undefined)
28	CC(C)N1CCSC1=S
29	Cc1ccc(C(c2c(O)c3cc(C)ccc3[nH]c2=O)c2c(O)c3cc(C)ccc3[nH]c2=O)cc1
30	CC(C)OC(=O)Oc1cccs1
31	O=C(Cn1cc(CSc2nnc3oc4ccccc4n23)nn1)Nc1cc(Cl)cc(Cl)c1
32	CCOc1cc2c(cc1OCC)[C@@H]1C[C@@H](O)[C@H](O)[C@H](O)[C@H]1NC2=O
assay / entry | 25 | 26 | 27 | 28 | 29 | 30 | 31 | 32
UO-31 | 76 | 78 | 67 | 92 | 65 | 92 | 90 | 76
IGROV1 | 97 | 99 | 89 | 118 | 100 | 102 | 112 | 107
SK-OV-3 | 115 | 112 | 102 | 111 | x | 100 | 96 | 96
SN12C | 63 | 104 | 93 | 97 | 100 | 100 | 103 | 100
TK-10 | 109 | 99 | 115 | 106 | 95 | 93 | 95 | 118
786-0 | 110 | 98 | 103 | 104 | 94 | 97 | 99 | 99
RXF 393 | 41 | 92 | 117 | 106 | x | 108 | 96 | 105
ACHN | 71 | 105 | 96 | 103 | 93 | 105 | 102 | 101

33	O=C(Cn1nc(-c2ccccc2)ccc1=O)N/N=C/c1ccc(N2CCCC2)cc1
34	COC(=O)c1cccc2c(C(=O)O)cc(-c3ccccc3)nc12
35	CC(=O)c1ccc(OCc2ccccc2)c(OCc2ccccc2)c1
36	O=C(c1ccc(OCCN2CCCCC2)cc1)c1c(-c2ccc(OS(=O)(=O)C3CCCCC3)cc2)sc2cc(OS(=O)(=O)C3CCCCC3)ccc12
37	CCCCCCCCCCCCCCCCCCSC1=CC(=O)c2ccccc2C1=O
38	CCc1ccc(Nc2ncnc3c2cnn3-c2cccc(F)c2)cc1
39	CC(C)=CCC/C(C)=C/CC/C(C)=C/CCc1ccoc1C
40	O=C(Nc1nc2ccc([N+](=O)[O-])cc2s1)Nc1ccccc1Cl
assay / entry | 33 | 34 | 35 | 36 | 37 | 38 | 39 | 40
UO-31 | 91 | 88 | 84 | 55 | 85 | 79 | 76 | 32
IGROV1 | 118 | 113 | 98 | 95 | 61 | 105 | 99 | 39
SK-OV-3 | 117 | 109 | 79 | 98 | 119 | 103 | 101 | 23
SN12C | 106 | 113 | 105 | 84 | 107 | 101 | 96 | 10
TK-10 | 110 | 111 | 101 | 108 | 153 | 110 | 108 | 40
786-0 | 105 | 104 | 99 | 89 | 101 | 106 | 104 | 48
RXF 393 | 123 | 120 | x | 78 | 112 | 93 | x | 49
ACHN | 110 | 103 | 91 | 106 | 103 | 104 | 104 | 43

41	COC(=O)c1ccc2c(c1)C(=O)N(c1ccccc1)C2=O
42	C=CC(=O)Nc1cccc(-c2nc(SC)nc(NCc3ccccc3)c2C#N)c1
43	COc1cc(OC)c2c(c1)O[C@@]1(OC)[C@H](c3ccccc3)C[C@H](O)[C@@]21O
44	COc1ccc(-c2cc(-c3nnc(SCC(=O)Nc4ccc(C(=O)/C=C/c5ccc(Cl)cc5)cc4)n3-c3ccccc3)c3ccccc3n2)cc1
45	CC(=O)C1=C(C)NC(NNC(N)=S)=NC1c1ccccc1 (centres undefined)
46	COc1cc(CNC(=O)CCCC/C=C/C(C)C)ccc1OCc1n[nH]c(=S)o1
47	OC1C2CCC(C2)C1CN1CCCCC1 (centres undefined)
48	CC1(C)CCCC(C)(C)N1c1ncnc2sc3c(c12)CCN(Cc1ccccc1)C3
assay / entry | 41 | 42 | 43 | 44 | 45 | 46 | 47 | 48
UO-31 | 84 | 31 | 93 | 77 | 59 | 77 | 89 | 84
IGROV1 | 101 | 57 | 104 | 106 | 78 | 98 | 126 | 98
SK-OV-3 | 101 | 72 | 85 | 97 | 104 | 103 | 105 | 111
SN12C | 98 | 42 | 107 | 95 | 84 | 98 | 111 | 93
TK-10 | 91 | 69 | 92 | 117 | 57 | 106 | 116 | 110
786-0 | 99 | 66 | 93 | 105 | 83 | 104 | 102 | 105
RXF 393 | 101 | 22 | 98 | 110 | 46 | x | 121 | 106
ACHN | 101 | 51 | 102 | 96 | 101 | 100 | 110 | 93

49	COc1ccc(CN2CCc3c(NCc4ccccc4)nc(N)nc3C2=O)c(OC)c1
50	CC(C)c1ccccc1O
51	C=CCN(CC=C)S(=O)(=O)c1ccccc1
52	CC(C)(C)n1cc(-c2ccnc(NCCNS(=O)(=O)c3ccc(Cl)cc3)c2)c(-c2cccc(O)c2)n1
53	COc1ccc(C(O)c2cc3c(N)c(C(=O)Nc4cccc(OC)c4)sc3nc2C)cc1 (centres undefined)
54	COc1cc(-c2nc3nc4sc(C)c(C)c4c(=O)n3[nH]2)cc(OC)c1OC
55	CC1=C(CC(=O)OCC(=O)NC2CCC(S/N=C(N)/N=C(\N)N(C)C)CC2)c2cc(F)ccc2/C1=C\c1ccc(S(C)=O)cc1 (centres undefined)
56	O=C1c2ccccc2C23C(=C(c4cncnc4)c4ccccc42)CCCN13 (centres undefined)
assay / entry | 49 | 50 | 51 | 52 | 53 | 54 | 55 | 56
UO-31 | 47 | 93 | 84 | 50 | 25 | 55 | 97 | 86
IGROV1 | x | 119 | 108 | 79 | 15 | 67 | 109 | 107
SK-OV-3 | 83 | 103 | 103 | 90 | 19 | 92 | 105 | 118
SN12C | 91 | 98 | 112 | 62 | 24 | 94 | 101 | 96
TK-10 | 100 | 102 | 107 | 108 | 40 | 110 | 96 | 97
786-0 | 93 | 103 | 106 | 55 | 34 | 88 | 99 | 97
RXF 393 | 99 | 113 | 114 | 64 | x | 79 | 105 | 104
ACHN | 78 | 101 | 95 | 77 | 27 | 83 | 118 | 99

Some of these compounds in order of number of heavy atoms, descending:
55	CC1=C(CC(=O)OCC(=O)NC2CCC(S/N=C(N)/N=C(\N)N(C)C)CC2)c2cc(F)ccc2/C1=C\c1ccc(S(C)=O)cc1 (centres undefined)
53	COc1ccc(C(O)c2cc3c(N)c(C(=O)Nc4cccc(OC)c4)sc3nc2C)cc1 (centres undefined)
50	CC(C)c1ccccc1O
assay / entry | 55 | 53 | 50
UO-31 | 97 | 25 | 93
IGROV1 | 109 | 15 | 119
SK-OV-3 | 105 | 19 | 103
SN12C | 101 | 24 | 98
TK-10 | 96 | 40 | 102
786-0 | 99 | 34 | 103
RXF 393 | 105 | x | 113
ACHN | 118 | 27 | 101

More structures.
57	Nc1ccc(-c2nc(N3CCOCC3)c3c4c(sc3n2)CCCC4)cc1
58	Cc1cccc(C)c1NC(=O)NS(=O)(=O)c1ccccc1
59	CC(=O)Nc1ccc(/C=N/NC(N)=S)cc1
60	CCc1nnc(NC(=O)c2ccoc2COc2ccccc2)s1
61	COc1ccc(/C=C(/C#N)n2nnc3cccc(F)c32)cc1
62	Cc1ccc2cc3c(N)c4c(C)ccc(C)c4nc3nc2c1
assay / entry | 57 | 58 | 59 | 60 | 61 | 62
UO-31 | 51 | 83 | 92 | 61 | 26 | 10
IGROV1 | 76 | 115 | 107 | 53 | 34 | 76
SK-OV-3 | 66 | 103 | 99 | 76 | 29 | 93
SN12C | 88 | 97 | 108 | 56 | 29 | 64
TK-10 | 88 | 111 | 98 | 108 | 46 | 67
786-0 | 79 | 105 | 98 | 72 | 11 | 54
RXF 393 | 94 | 103 | 107 | 54 | -38* | 45
ACHN | 77 | 113 | 100 | 65 | 32 | 61
